# Source: PubChem
# mcGAS MS inh = mouse cGAS inhibition by mass spec. recombinant mouse cGAS, cGAMP by RapidFire MS. inhibition, % at 12.5 µM. 130,000 tested, 0.18% active;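 active = inhibition of cGAS enzyme activity at or above 60%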;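 also: enzyme stimulated by 45 bp dsDNA with ATP and GTP substrates; cGAMP share of summed cGAMP plus half ATP and half GTP signals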
# Target sequence (Q8C6L5 whole entry, looked up): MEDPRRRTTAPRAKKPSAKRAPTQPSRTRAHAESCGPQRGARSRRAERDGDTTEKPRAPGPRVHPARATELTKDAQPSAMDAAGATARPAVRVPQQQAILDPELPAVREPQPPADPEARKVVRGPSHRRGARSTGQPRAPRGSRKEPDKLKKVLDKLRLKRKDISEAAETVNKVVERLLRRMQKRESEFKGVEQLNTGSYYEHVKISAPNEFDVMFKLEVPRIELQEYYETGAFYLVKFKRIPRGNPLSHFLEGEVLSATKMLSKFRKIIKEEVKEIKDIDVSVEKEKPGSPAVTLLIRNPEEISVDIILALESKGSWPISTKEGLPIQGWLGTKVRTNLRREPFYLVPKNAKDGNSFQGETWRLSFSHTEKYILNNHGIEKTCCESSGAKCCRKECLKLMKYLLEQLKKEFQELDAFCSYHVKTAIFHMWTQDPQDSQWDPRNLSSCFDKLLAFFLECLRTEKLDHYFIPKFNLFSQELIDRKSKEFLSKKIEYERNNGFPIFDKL
# * marks the source's active call; other numbers are inactive results; & = joins results of further samples. These rows are one share of the data; the hit share may differ from the screen's.
canonical_smiles | mcGAS MS inh
CCn1cc(CN2CCC(C(=O)Nc3ccc(Oc4ccccc4F)cc3)CC2)cn1 | -2
Cc1nc(S(=O)(=O)N(CCc2ccccc2)C2CCN(C)CC2)cn1C | -19
O=C(CCc1nc(-c2ccoc2)no1)NC1CC1C1CCCCC1 (centres undefined) | -6
O=C(NCCc1nnc2ccccn12)c1ccc(F)cc1Br | -3
CN(CN1C(=O)CC2(CCCC2)C1=O)C1C2CC3CC(C2)CC1C3 (centres undefined) | -2
Cc1[nH]c2c(c1C(=O)N1CCCC(CCc3ccccc3F)C1)C(=O)CCC2 (centres undefined) | -6
CC1CCCN(CCNC(=O)c2ccc(NC(=O)NC3CC3)cc2)C1 (centres undefined) | 5
O=c1c2cc(O)c(O)cc2oc2cc(O)c(C3O[C@H](CO)[C@H](O)[C@@H](O)[C@H]3O)c(O)c12 (some centres undefined) | 29
CC(NC(=O)c1cc(Cl)ccc1Cl)c1ccc(NC(N)=O)cc1 (centres undefined) | -4
Cc1ccc(-c2nc(C)cc(N3CCNCC3)n2)cc1 | -4
CC1CC1C(=O)NCc1cc(F)cc(Br)c1 (centres undefined) | -8
COc1ccccc1NS(=O)(=O)c1cccc(Cl)c1Cl | -8
CCOC(=O)CN(C(=O)CNC(C)(C)CC)c1ccccc1 | -8
Cc1csc(C(=O)N(CCC#N)CC2CCCO2)c1 (centres undefined) | -9
COC(=O)C1=C(C)NC2=C(C(=O)CC(c3ccccc3)C2)C1c1ccccc1OC(C)C (centres undefined) | -4
CS(=O)(=O)NCCNC(=O)c1ccc(NC(=O)C2CCCC2)cc1 | -4
CCN1C(=O)NC(=O)C12CCN(Cc1cc3n(n1)CCNC3)CC2 | -4
CN(C)c1ncc2c(n1)CCCC2NC12CC3CC(CC(C3)C1)C2 (centres undefined) | -3
O=C(c1ccccc1O)N1N=C(C2CCCCC2)CC1(O)C(F)(F)F (centres undefined) | -44
CC1(NC(=O)NC2(C)CCS(=O)(=O)C2)CCS(=O)(=O)C1 (centres undefined) | -10

# More results follow.
canonical_smiles | mcGAS MS inh
Cc1cc(C)cc(CC(=O)N2CCC2(C)C(=O)NS(=O)(=O)c2ccccc2Cl)c1 (centres undefined) | -14
CCN1CCN(Cc2cc(C(=O)N3CC=CCC3)no2)CC1 | -17
NC(=O)c1c(NC(=O)CN2CCOCC2)sc2c1CCC2 | -8
CCN(CC)S(=O)(=O)N1CCN(S(=O)(=O)c2ccc(C)cc2)CC1 | 1
Clc1cnc(NN=Cc2ccco2)c(Cl)c1 | -12
Cc1cccc(-n2c(C)cn3c4c(=O)n(CC(=O)C(C)(C)C)c(=O)n(C)c4nc23)c1C | -4
CC1CN(S(=O)(=O)c2cccc(C(=O)OCc3cc(-c4ccccc4)no3)c2)CC(C)O1 (centres undefined) | -3
Cc1cc(COC(=O)c2ccccc2NC(=O)NC(C)C)no1 | -11
COc1ccc(NS(=O)(=O)c2cnc[nH]2)cc1Cl | -13
CCOC(=O)C1C(C)=NC2=C(C(=O)c3ccccc32)C1c1ccc([N+](=O)[O-])o1 (centres undefined) | -5
CCc1ccccc1OC1CN(C2CCNCC2)C1 | -22
Cc1c(C)n2c3c(=O)n(C)c(=O)n(C)c3nc2n1Cc1ccccc1 | -5
Cc1cccc(CN2CCC(Nc3ccc(S(=O)(=O)N4CCN(C)CC4)cn3)CC2)c1 | -11
Cc1ccc(S(=O)(=O)N(C)C)cc1C(=O)Nc1cccc(Cl)c1F | -32
O=C(Nc1nnc(C2CCCCC2)s1)C1CCCO1 (centres undefined) | -7
COc1ccc(NC(C)C(=O)N(C)C2CCCCC2)cc1OC (centres undefined) | -12
CC(C)OCC(O)CN(C)C1CCCN(c2ccccc2)C1 (centres undefined) | -3
Cc1nc2sc(C)c(C)n2c(=O)c1NC(=O)c1ccco1 | -10
O=c1c2ccc(Cl)cc2[nH]c(=S)n1C1CCCCC1 | -12
CCN1CCC(N(C)C(=O)Nc2ccc(CC#N)cc2)C(C)C1 (centres undefined) | -12

# 7 compounds picked at random from those above, as already listed:
canonical_smiles | mcGAS MS inh
CC1CN(S(=O)(=O)c2cccc(C(=O)OCc3cc(-c4ccccc4)no3)c2)CC(C)O1 (centres undefined) | -3
CCN1CCN(Cc2cc(C(=O)N3CC=CCC3)no2)CC1 | -17
COc1ccc(NS(=O)(=O)c2cnc[nH]2)cc1Cl | -13
COc1ccc(NC(C)C(=O)N(C)C2CCCCC2)cc1OC (centres undefined) | -12
CCc1ccccc1OC1CN(C2CCNCC2)C1 | -22
Cc1nc2sc(C)c(C)n2c(=O)c1NC(=O)c1ccco1 | -10
Cc1cc(COC(=O)c2ccccc2NC(=O)NC(C)C)no1 | -11

# More entries follow.
canonical_smiles | mcGAS MS inh
CCCC(=O)OCC(=O)Nc1ccc2ccccc2c1 | 7
Cc1cnc(-c2nc(C(C)C)nn2-c2cccc3cccnc23)cn1 | -9
Cc1ccccc1NC(=O)CC(=O)N(C)CCN1CCCCC1=O | -12
CC(C)(C)c1nn2cnnc2n(/N=C\c2c3ccccc3cc3ccccc23)c1=O | -6
c1ccc2c(c1)nc(N1CCN(C3CCCCC3)CC1)c1nnnn12 | -10
COc1ccccc1-n1c(SC)nc2c(c1=O)SCC2 | 0
CC1(C(=O)NS(=O)(=O)c2ccccc2OC(F)(F)F)CCN1C(=O)C1CC1 (centres undefined) | -9
COc1ncccc1C(=O)N1C[C@H](O)[C@@H](N2CCOCC2)C1 | -3
Cc1ccc(NC(=O)CSCC(=O)NCCc2ccccc2)c(C)c1 | 2
COc1cccc(-c2cc(CO)no2)c1 | -1
Cc1cc(C)n(Cc2cc(C(=O)N(C)C(C)c3cccs3)n[nH]2)n1 (centres undefined) | 0
O=C(O)[C@H]1C[C@H](C(=O)NC2CC2)CN(Cc2ccc(-c3ccn[nH]3)s2)C1 | 1
O=C(C1CCCN(Cc2ccco2)C1)N(CC#Cc1ccccc1)C1CC1 (centres undefined) | -3
CN(CC(=O)NCc1ccco1)C(=O)CCN1C(=O)NC(C)(C)C1=O | -7
O=C(Cn1nc2ccccn2c1=O)Nc1cc(-c2ccc(Br)cc2)ncn1 | -36
O=C(c1cccc(N2CCNC2=O)c1)N1CCOC2(CNCCOC2)C1 (centres undefined) | -24
O=C(CCn1ccccc1=O)Nc1n[nH]c(-c2cccc(Cl)c2)n1 | -1
CC(=O)NCCCN(C)C(=O)c1sc(Cc2ccccc2)nc1C | -4
CC(O)c1nc2ccc(-c3ccc(S(C)(=O)=O)cc3)cc2[nH]1 (centres undefined) | 4
COc1cccc(C(C2Sc3nc(C)nn3C2=O)N2CCC(C(N)=O)CC2)c1 (centres undefined) | -7

# Following part.
canonical_smiles | mcGAS MS inh
Cc1nn(-c2ccccc2)nc1C(=O)OCC(=O)OC(C)(C)C | 3
CCCc1cc(C(=O)NC(C)c2nnc3n2CCNCC3)cs1 (centres undefined) | -24
CC(C)=CC(=O)N1CCn2c(C(N)=O)cnc2C1 | 1
O=C(CNC(=O)c1cccc(Cl)n1)NCCN1CCOCC1 | -2
CC(NC(=O)C1c2ccccc2-c2ccccc21)c1nnc2n1CCNCC2 (centres undefined) | -14
OCC1(Cc2ccccc2)CCCN(Cc2cn[nH]c2C2CCCCC2)C1 (centres undefined) | -7
Cc1cc(C)cc(OCC(=O)n2nc(C)c(Cl)c2C)c1 | -7
COc1ccc(-n2c(SCC(=O)Nc3nccs3)nc3c(c2=O)SCC3)cc1 | -1
CC1CN(C(=O)Nc2ccccc2N(C)c2ccccc2)CC(C)(C)O1 (centres undefined) | -6
Cc1ccccc1OC(C)C(=O)ON=C(N)c1ccncc1 (centres undefined) | -2
Cc1nnc(COC(=O)C2(c3ccc(Br)cc3)CCCC2)o1 | -7
Cc1ccc(Nc2cc(C)nc(N3CCN(C(=O)C4CCCCC4)CC3)n2)cc1 | -2
CCc1nnc(SC(CC)C(=O)N2CCOCC2)c2cc3oc(C)cc3n12 (centres undefined) | -7
O=C1c2cccnc2C(=O)N1c1ccc(I)cc1 | -13
CC(C)N=c1scc(-c2ccccc2F)n1/N=C\c1ccc2c(c1)OCCO2 | 14
O=C(Nc1cc(C(F)(F)F)ccc1N1CCOCC1)c1ccco1 | -2
CCC(CO)N(Cc1ccsc1)C(=O)c1ccccc1N(C)C (centres undefined) | -10
C[C@@H](CC(=O)N1CCc2c(nc(-c3cccnc3)[nH]c2=O)C1)c1ccccc1 | -10
CN1CCCC(CN(CCc2ccccc2)C(=O)c2ccccc2-c2ncc[nH]2)C1 (centres undefined) | -10
COc1ccc(NC(=O)NCCS(=O)(=O)c2c(C)[nH]c3ccccc23)cc1 | 1

# Going on with the list:
canonical_smiles | mcGAS MS inh
C=CCN(Cc1ccccc1OCC)C(=O)c1nc2c(C)cccn2c1F | -15
O=C(O)C1CC(O)CN1S(=O)(=O)c1ccc(Cl)c(Cl)c1 (centres undefined) | -7
CSCC[C@@H](CO)NC(=O)c1cnn(-c2ccc(C)c(C)c2)c1N | 0
CCc1c(O)nc(SCCN(CC)CC)n(-c2ccccc2)c1=O | 4
CCc1cc(C)cc(OCC(O)Cn2c[n+](C)c3cc(C)c(C)cc32)c1 (centres undefined) | -38
CC(=NNC(=O)Cc1cn2ccsc2n1)c1ccco1 | -6
CC1(C(=O)NS(=O)(=O)c2cccc(Cl)c2)CCN1C(=O)C1(c2ccc(Cl)cc2)CC1 (centres undefined) | -6
O=C(NCC(F)(F)F)c1ccc(N2C(=O)CCC2=O)cc1 | -5
CCC1=NN(C(=O)Cc2ccc([N+](=O)[O-])cc2)C(O)(C(C)(C)C)C1 (centres undefined) | -2
N#Cc1ccc(OS(=O)(=O)c2ccccc2C#N)cc1 | 5
CC1=CC[C@@H]2CN(C(=O)c3nn(C)c(=O)c4ccccc34)C[C@@H]2C1 | -22
CCOC(=O)C1(C)CCCCCN1C(=O)c1oc2ccccc2c1C (centres undefined) | -1
CC(C)NC(=O)c1csc(N2CCN(Cc3ccccc3)C2=O)n1 | -8
CN1CCC(C)(C(=O)Nc2cc(-c3ccccc3)nn2C)C1 (centres undefined) | -4
N#Cc1ccc(CSc2ccccc2C(=O)O)c(F)c1 | 4
O=C(Nc1nnc(-c2cc3ccccc3o2)o1)C1CC1 | -7
COCC(=O)N1CCCC(N2CCN(c3ccccc3F)CC2)C1 (centres undefined) | -3
Cc1csc(CC(N)=S)n1 | -2
O=C1Nc2ccccc2S(=O)(=O)N1c1ccc(Br)cc1 | 1
O=C1SC(Nc2ccccc2F)C(=O)N1c1ccccc1 (centres undefined) | 4

# Two of the compounds above, field by field:
> O=C(O)C1CC(O)CN1S(=O)(=O)c1ccc(Cl)c(Cl)c1 (centres undefined)
  mcGAS MS inh: -7
> CSCC[C@@H](CO)NC(=O)c1cnn(-c2ccc(C)c(C)c2)c1N
  mcGAS MS inh: 0

# (next part)
canonical_smiles | mcGAS MS inh
CC(C)Oc1cc2oc(=O)c3c(c2cc1Cl)CCC3 | 2
CC(C)NC(=O)[C@@H]1C[C@@H](N)CN1Cc1ccc(-c2cccc(Cl)c2)o1 | -14
CCn1c(=O)c(C(=O)Nc2ccccc2N)c(O)c2ccccc21 | -9
Cc1ccc(C(C)C)c(OCC#CCCOn2nnc3ccccc32)c1 | 1
Cc1cccc2c1C(NC(=O)c1cnn3c1CCCC3)C(=O)N2 (centres undefined) | -7
COc1ccccc1NCN1C(=O)c2cc(Cl)c(Cl)cc2C1=O | 0
CC(C)c1nccn1C(C)C(=O)N1CCC(CCC(=O)N(C)Cc2ccccc2)CC1 (centres undefined) | -2
COc1ccccc1C(=O)Nc1c(C)nc2ccc(C)cn2c1=O | -12
O=C(CCCl)NCCc1c[nH]c2ccccc12 | -7
CCC(C)NC(=O)c1ccc(Cl)c2cccnc12 (centres undefined) | -5
CCCCOc1ccc(C(=O)NCCN2CCn3cc(OC)c(=O)cc3C2=O)cc1 | -4
O=C(c1ccno1)N(CCCN1CCOCC1)c1nc2c(Cl)cccc2s1 | -4
Cc1ccc(-c2cc(C(=O)NC3=NCCS3)n[nH]2)s1 | -10
COCC1CCCN(C(=O)c2cc(COc3ccc(F)cc3Cl)on2)C1 (centres undefined) | -8
CN(C)C(=O)COc1ccc(NC(=O)CCN2C(=O)CSc3ccccc32)cc1 | 19
C=CCn1c(SCC(=O)Nc2ccc(O)cc2)nc2sc3c(c2c1=O)CCCC3 | 3
N#Cc1c(O)c2c(-c3ccccc3)csc2[nH]c1=O | -14
Cc1cccc2[nH]c(C3CCCN3Cc3ncccc3C(=O)O)nc12 (centres undefined) | 5
C/C=C(\C)CN(Cc1ccncc1)Cc1ccc(F)cc1 | -8
CSCCC(=O)NCc1cccnc1N(C)C1CCCCC1 | -4

# (more compounds)
canonical_smiles | mcGAS MS inh
Cc1cc(CS(=O)(=O)C(C)C(C)O)c2ccccc2n1 (centres undefined) | -4
CC(C)Cc1nc(CN2C[C@H]3OC(=O)N(CCCN4CCOCC4)[C@H]3C2)no1 | 10
FC(F)(F)c1cccc(Cc2c[nH]c(=S)s2)c1 | 10
CN(Cc1nc2ccccc2c(=O)[nH]1)C(=O)CCc1cccs1 | 5
Cc1noc(C)c1S(=O)(=O)NCCN1CCCc2ccccc21 | 3
O=C(COCC1CCCCO1)NCc1cccnc1N1CCc2ccccc2C1 (centres undefined) | 1
CC(c1cccs1)N(C)C(=O)c1cccc(C#CC(C)(C)O)c1 (centres undefined) | -17
COc1cc2c(cc1OC)C(c1cccs1)N(CC(=O)Nc1ccccc1)CC2 (centres undefined) | -10
O=C(O)c1ccc(S(=O)(=O)c2ccccc2)s1 | 3
CN(Cc1nnc(C(C)(C)C)o1)C1CCCC1 | 5
CC(CNC(=O)Nc1ccc(S(C)(=O)=O)nc1)N1CCCC1 (centres undefined) | 8
O=c1c(-c2ccc(Oc3ccccc3)cc2)[n+]([O-])c2ccccc2n1OCc1ccccc1F | -7
Cc1cc(C)n(-c2cncc(N3CCCC(C(N)=O)C3)n2)n1 (centres undefined) | 6
CCC(=O)NC(C)c1sc(-c2ccccc2F)nc1C (centres undefined) | -3
Cc1ccccc1-c1cn[nH]c1C1CCNCC1 | -2&9
